GALR2 antag = GALR2 antagonists in receptor-expressing cells, primary screen; Galanin receptor type 2 (Homo sapiens), O43603; antagonist mode; inhibition, % at 4 µM; 0.39% of 140,000 active; AID 828, 2007; in the data active = inhibition above about 27%;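 note: cells stimulated with galanin 1-16 at roughly its EC80; 0% = agonist challenge control and 100% = basal control without agonist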
Target sequence (O43603 whole entry, looked up): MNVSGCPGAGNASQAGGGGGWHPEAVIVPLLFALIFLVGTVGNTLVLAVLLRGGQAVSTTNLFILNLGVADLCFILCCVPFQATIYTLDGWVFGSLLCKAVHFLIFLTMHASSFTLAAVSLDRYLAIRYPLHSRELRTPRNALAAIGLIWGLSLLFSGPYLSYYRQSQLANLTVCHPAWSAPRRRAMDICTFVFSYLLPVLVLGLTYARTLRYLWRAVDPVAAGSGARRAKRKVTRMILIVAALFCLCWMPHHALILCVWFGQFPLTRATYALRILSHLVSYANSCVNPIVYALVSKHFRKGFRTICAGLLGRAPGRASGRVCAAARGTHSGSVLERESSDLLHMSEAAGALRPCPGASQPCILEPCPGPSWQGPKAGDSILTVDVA
NPY-Y2 antag = NPY-Y2 receptor antagonists, primary screen, cell-based. Neuropeptide Y receptor type 2 (Homo sapiens), P49146. NPY-Y2 expressing cells, antagonist mode. inhibition, % at 2.7 µM. 0.99% of 140,000 active. AID 793, 2007; in the data active = inhibition above about 17%;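 note: 0% = vehicle with agonist challenge and 100% = reference antagonist with challenge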
Target sequence (P49146 whole entry, looked up): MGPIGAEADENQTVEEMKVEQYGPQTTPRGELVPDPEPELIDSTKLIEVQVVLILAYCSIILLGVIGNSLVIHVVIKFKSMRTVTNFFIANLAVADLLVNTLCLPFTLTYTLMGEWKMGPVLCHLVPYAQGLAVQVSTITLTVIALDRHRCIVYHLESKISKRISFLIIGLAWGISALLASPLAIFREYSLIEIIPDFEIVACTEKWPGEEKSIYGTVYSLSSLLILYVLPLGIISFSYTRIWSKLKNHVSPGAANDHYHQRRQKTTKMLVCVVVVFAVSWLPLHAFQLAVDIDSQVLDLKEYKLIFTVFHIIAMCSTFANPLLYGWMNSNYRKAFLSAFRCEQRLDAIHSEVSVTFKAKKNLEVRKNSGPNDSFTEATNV
Yeast growth inh = growth inhibitors of yeast BB579 in restrictive medium, primary screen, yeast lifespan-shortening project, S. cerevisiae; OD615, 48 h; inhibition, % at 10 µM; 0.51% of 140,000 active; AID 804, 2007;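 active = inhibition above a set limit, 3 SD over the mean compound inhibition, cut at about 44% in these data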; note: inactives centre near -24
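Test system: S. cerevisiae DeaD strain BB579 yeast; Medium: restrictive CSMM-D medium; Compound: one dose, 10 µM compound with 0.25% DMSO; Incubation: 4 h cell preincubation, 48 h compound exposure, 30 °C humidified; Signal: OD at 615 nm; Benchmarks: amphotericin B at 10 µg/mL as positive control.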
E-sel TNF inh = E-selectin induction blockers in HUVEC – imaging, immunofluorescence, high content, primary screen; inhibition, % at 2 µM; AID 1246, 2008; 0.71% of 120,000 active; HUVEC TNFa-induced E-selectin immunofluorescence;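 active = inhibition above the batch mean plus 3 SD, and confirmed as a hit on visual image review, cut at about 43% in these data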;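 note: 0% = TNF-stimulated DMSO wells and 100% = unstimulated control wells; not every result past the cut was called active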
MRP-1 activ = H69AR viability gain despite doxorubicin, primary screen, MRP-1 activator project, H69AR cells, CellTiter-Glo. 0.61% of 140,000 active. viability rescue. viability increase, % at 10 µM;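 active = viability gain under doxorubicin at or above a set limit, the compound median plus 3 SD, cut at about 4.7% in these data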;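 note: MRP-1 overexpressing cells given doxorubicin 25 µM after compound pretreatment; 18-22 h compound pretreatment then 72 h with doxorubicin before readout; 0% = doxorubicin-only wells and 100% = vehicle-treated cells without doxorubicin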
Phagocyt inh = inhibitors of macrophage phagocytosis, primary screen, imaging, J774A.1 cells, IgG beads; J774A.1 macrophage IgG-bead phagocytosis; inhibition, % at 5 µM; 0.07% of 110,000 active; AID 1029, 2008;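 active = inhibition above the mean of the plate negative controls plus 5 SD, cut at about 13% in these data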;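 note: phagocytic index as fraction of beads internalized from green versus red external bead signal; plate controls were DMSO negative control for no effect and cytochalasin-D positive control for full effect; some results beyond the cut were filed as inactive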
Yeast lifespan up = compounds extending yeast replicative lifespan, primary screen, S. cerevisiae, OD615; inhibition of the nicotinamide effect, % at 10 µM; S. cerevisiae growth with nicotinamide; deaD strain in restrictive glucose medium; AID 775, 2007; 0.68% of 130,000 active;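 active = inhibition above a set limit, placed 3 SD over the median of all compounds, cut at about 26% in these data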;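 note: 0% = nicotinamide-treated wells and 100% = cells grown without nicotinamide; some compounds called inactive have numbers as strong as hits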
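Assay system: engineered S. cerevisiae DeaD replicative-lifespan strain, galactose-grown log-phase cells; Buffer or medium: CSMM-D glucose medium, restrictive; Probe or stimulus: nicotinamide 1.5 mM; Compound: single dose 10 µM compound, 0.25% DMSO; Schedule: 4 h preincubation then 48 h treatment at 30 °C; Technique: OD615 measurement.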
Measles CPE = compounds protecting cells from measles virus cytopathic effect, primary screen, measles RdRp inhibitor project, single point, MLSMR library, absorbance | protection (pct of control), % at 4 µM | Measles virus-infected cells, CPE protection | 1.5% of 140,000 active; in the data active = protection mostly above about 24%, no sharp cut-off; inactive = mostly below about 26%; note: some compounds called inactive have numbers as strong as hits
PTEN del growth = growth suppression of PTEN-null HCT116, primary screen, cell-based, CellTiter-Glo | HCT116 PTEN-null viability, 60 h; hits give low values | viability, % at 10 µM | 1.2% of 140,000 active | AID 827, 2007;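 active = viability at or below a set limit, 4 SD under the median of all tested compounds, cut at about 3.7% in these data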;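 note: PTEN knockout HCT116 line with beta catenin targeted HCT116 as companion control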
bCat KO growth = primary screen for growth suppressors in beta-catenin knockout HCT116 cells (colon tumor, human); HCT116 beta-catenin knockout viability, CellTiter-Glo, 60 h; hits give low values; viability, % at 10 µM; 1.5% of 140,000 active;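 active = viability at or under a set limit, the compound median less 4 SD, cut at about 6% in these data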;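 note: 0% = Hyamine 1622 control at 20 µM and 100% = untreated cell control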
* hit, by the source's call; . = not tested or not shown.

Fields: Measles CPE	PTEN del growth	Yeast growth inh	GALR2 antag	bCat KO growth	MRP-1 activ	Yeast lifespan up	NPY-Y2 antag	Phagocyt inh	E-sel TNF inh
> CCC1CCC(C(=O)NNC(=O)OC)CC1 (stereo not given)
 : 18	95	-43	-7	92	-0.2	1	1	-5	7
> O=C(NCCC(c1ccccc1)c1ccccc1)c1cnccn1
 : 4	89	-1	-3	85	0.0	2	4	-2	2
> COC(=O)C1(C)CCc2cc(OC)ccc2C1=O (stereo not given)
 : 5	105	1	16	103	-1.0	2	2	-5	.
> N#C/C(=C\c1cn(CC(=O)N2CCCCC2)c2ccccc12)C(=O)NCc1ccc2c(c1)OCO2
 : 36	98	-20	15	94	-0.6	0	6	-6	.
> CCn1c2ccccc2c2nnc(SCC(N)=O)nc21
 : 11	91	-33	-2	93	-2.6	4	4	0	-9
> CC1Cc2ccccc2N1C(=O)CSc1nnc(NC(=O)Cc2cccs2)s1 (stereo not given)
 : 6	89	-14	10	83	-0.8	-2	1	1	17
> COc1cccc(C(c2nnnn2C(C)(C)C)N2CCN(C3CCCCC3)CC2)c1OC (stereo not given)
 : 8	82	-22	0	76	-3.3	-9	3	-2	.
> CC(NC(=O)C(c1ccccc1)c1ccccc1)C(=O)O (stereo not given)
 : 3	91	7	6	80	-3.2	-8	4	-1	-18
> O=C(NC1CCCC1)c1ccc2nc[nH]c2c1
 : 8	109	12	5	109	-0.3	-9	3	1	-17
> CC(=O)Nc1ccc(Oc2sc(C(=O)c3ccccc3)c(N)c2C#N)cc1
 : 12	30	-65	-12	25	-5.9	4	4	.	12
> Cc1c(C(C)NC(=O)Nc2ccc(F)cc2F)cnn1C (stereo not given)
 : 12	105	-39	-3	94	-1.0	-8	-1	4	-3
> NC(=O)Nc1ccc(Oc2c(F)c(F)c(F)c(F)c2F)cc1
 : 7	79	-26	0	91	-2.1	-11	3	-1	-17
> O=c1[nH]c2cc3c(cc2cc1C(c1nnnn1CC1CCCO1)N1CCCC1)OCO3 (stereo not given)
 : 1	92	-65	3	98	-2.4	-16	-2	-2	.
> CCSc1nc2ccc(N3C(=O)C4C5C=CC(C5)C4C3=O)cc2s1 (stereo not given)
 : 6	86	-10	-3	77	-1.9	2	4	-6	14
> c1ccc(-c2nnc(-c3c[nH]c4ccccc34)nc2-c2ccccc2)cc1
 : 28	76	-23	8	89	0.1	-13	-2	-1	-16
> COc1ccc(CCNC(=O)CCc2ccc(S(=O)(=O)NCC(C)C)cc2)cc1
 : 10	87	-12	-3	94	0.1	1	2	-2	.
> CC(C)[N+]1(C)[C@@H]2CC[C@H]1CC(OC(=O)C(CO)c1ccccc1)C2 (stereo not given in full)
 : 51	92	-52	10	92	-0.6	6	0	.	.
> CCN(CC)Cc1c(O)ccc2occ(C(=O)c3ccc(OC)cc3)c12
 : 5	56	-50	-12	50	-4.9	.	10	.	-10
> CN1C(=O)CC(NNC(=O)c2ccccc2)C1=O (stereo not given)
 : 7	97	-25	-1	94	-1.1	-18	2	1	-31
> Cc1ccccc1CSCCNC(=O)CCSc1ccccc1
 : 6	99	-36	16	98	-4.9	-27	7	-3	-16
> CC(C)Oc1ccc(N2CC(C(=O)Nc3ccc(N4CCOCC4)cc3)CC2=O)cc1 (stereo not given)
 : 22	96	-35	-3	86	-0.2	.	0	.	-7
> COCCCn1c(C(C)C)nc2oc3cc(OC)ccc3c(=O)c2c1=O
 : 2	96	3	7	100	-3.1	-6	-2	-1	1
> COc1ccc(CN2CC(C(=O)NCC3CCCO3)CC2=O)cc1 (stereo not given)
 : 17	107	-49	-7	107	-0.6	-1	3	0	1
> CC(C)c1ccc(S(=O)(=O)/N=C2/C=C(Sc3ncn[nH]3)C(=O)c3ccccc32)cc1
 : 1	11	14	12	2.1*	-3.0	1	1	0	.
> O=C(c1n[nH]c2ccccc12)N1CCN(S(=O)(=O)c2ccc3ccccc3c2)CC1
 : 4	68	-27	5	86	0.0	-6	4	-1	.
> O=C(c1ccncc1)c1ccc(N2CCN(C3CC(=O)N(Cc4ccccc4)C3=O)CC2)cc1 (stereo not given)
 : 13	59	-27	-6	63	-1.0	-11	5	0	-15
> O=C(CN1C(=O)NC2(CCCCCCC2)C1=O)NC(=O)NCc1ccco1
 : 10	91	-85	-1	95	-1.1	-6	4	0	19
> O=C(CCCCn1c(=O)c2ccccc2n(CC(=O)Nc2ccccc2)c1=O)NCc1ccco1
 : 7	92	-40	-1	84	-0.8	-7	2	-1	-9
> FC(F)(F)c1nnc2sc(-c3cccs3)nn12
 : 12	100	-32	5	102	2.0	-26	-1	-1	-20
> CCn1nc(NC(=O)c2ccncc2)c2cc3cc(C)ccc3nc21
 : 5	92	-18	1	85	-2.8	-8	1	.	-9

Entries of single compounds as entered above. Order of values: Measles CPE, PTEN del growth, Yeast growth inh, GALR2 antag, bCat KO growth, MRP-1 activ, Yeast lifespan up, NPY-Y2 antag, Phagocyt inh, E-sel TNF inh
`COc1ccc(CN2CC(C(=O)NCC3CCCO3)CC2=O)cc1` (stereo not given) reads 17, 107, -49, -7, 107, -0.6, -1, 3, 0, 1
`Cc1ccccc1CSCCNC(=O)CCSc1ccccc1` reads 6, 99, -36, 16, 98, -4.9, -27, 7, -3, -16

Additional structures follow.
Fields: Measles CPE	PTEN del growth	Yeast growth inh	GALR2 antag	bCat KO growth	MRP-1 activ	Yeast lifespan up	NPY-Y2 antag	Phagocyt inh	E-sel TNF inh
> CC1(C(=O)NC2CCCCCCC2)CCC(=O)N1Cc1ccco1 (stereo not given)
 : 4	96	-13	10	95	-1.8	-2	0	0	.
> COc1ccccc1NC(=S)N(Cc1ccco1)Cc1cc2ccc(C)c(C)c2[nH]c1=O
 : 15	17	-30	10	18	-3.1	-1	10	-1	.
> O=C(C1CCN(S(=O)(=O)c2cccnc2)CC1)N1CCCCC1
 : 12	105	-33	2	90	-0.6	-5	6	0	-37
> CCc1ccccc1NC1=NCC(=O)N1Cc1ccc2c(c1)OCO2
 : 4	95	-5	3	92	-2.3	-4	7	.	-5
> CCOC(=O)COc1ccc(C(=O)c2ccccc2)c(O)c1
 : 29	109	-38	-3	93	-0.2	-11	2	0	.
> COC(CN1C(=O)C(O)=C(C(C)=O)C1c1ccccn1)OC (stereo not given)
 : 6	102	-28	16	87	-1.9	20	1	0	14
> CCCC(=O)Nc1ccc(C(=O)Nc2cccc(OC)c2)cc1
 : 2	85	-19	1	81	-2.8	-2	0	-3	2
> COc1ccc(OCC(=O)N/N=C(\C)c2cc3ccccc3o2)cc1
 : 2	90	-29	0	87	1.1	-5	3	-3	-6
> O=C(CSc1nc2sc3c(c2c(=O)[nH]1)CCCC3)NCCO
 : 8	94	-35	10	90	-1.8	-1	1	.	.
> Cc1sc(-n2c(C)cc(/C=N/n3cnnc3)c2C)c(C#N)c1C
 : 15	84	-31	-9	84	-1.2	7	4	-1	.
> CCCCNC(=O)c1onc(CSc2cc(C)cc(C)c2)c1C(=O)O
 : 7	94	-73	5	89	-1.1	6	14	.	-6
> CCCN1CCC(NC(=O)Nc2ccccc2C(=O)OC)CC1
 : 4	91	-37	6	89	-1.4	-10	3	1	4
> N#Cc1c(C(F)(F)F)cc(C2CC2)nc1N1CCCC1
 : 9	89	-18	-6	93	-2.8	-4	3	0	-4
> CCNC(=S)N/N=C1\CCCCc2ccccc21
 : 8	79	-21	5	79	-3.5	3	4	0	.
> CCOC(=O)c1cc(CC)sc1/N=C/C1=C(O)CC(C)(C)CC1=O
 : 41	97	-25	-11	91	-4.0	9	3	-2	.
> Cn1nc(-c2ccc(Cl)cc2)c2cc(C(=O)NCC3CCCO3)sc21 (stereo not given)
 : -1	58	-22	16	53	-5.2	-10	1	0	.
> Cc1ccc(S(=O)(=O)NC(=O)c2ccc(Br)o2)c(C)c1
 : 1	96	-17	10	94	-1.8	2	9	.	.
> CCOC(=O)Cc1csc(-n2sc3ccccc3c2=O)n1
 : 16	100	-14	1	83	-5.1	-8	-1	0	.
> Cc1[nH]c2ccccc2c1/C=N/Nc1ccc([N+](=O)[O-])cc1S(=O)(=O)Nc1ccc(Cl)cc1
 : 6	43	-47	-1	57	-1.5	-2	7	1	-8
> CCN(CC(=O)Nc1ccc(OC)c(OC)c1)S(=O)(=O)c1ccc(C)cc1
 : 3	96	-43	7	96	-1.3	-16	-1	-1	-3
> O=C(NC1CCCC1)C(c1ccc(N2CCOCC2)cc1)N(Cc1ccccc1)C(=O)c1ccco1 (stereo not given)
 : 10	90	-5	-7	93	-1.0	-4	3	1	-20
> Cc1cccc(-n2c(SCC(=O)NCc3ccco3)nc3ccccc3c2=O)c1
 : 8	98	-58	2	99	-1.0	-10	3	.	.
> COc1cc(C(C)=O)ccc1COc1ccc(C(=O)OCC(=O)NC(C)(C)C)cc1OC
 : 42	67	-29	7	79	1.4	-3	1	-10	.
> CCOC(=O)C1CCCN(S(=O)(=O)c2cc(OCC(N)=O)c(C)cc2Cl)C1 (stereo not given)
 : 21	81	-74	3	93	-1.2	-11	0	-5	-18
> O=C1CCCCCN1CSc1nc2ccccc2s1
 : 18	93	-46	-2	81	-1.1	-7	7	2	2
> Cc1ccc(C2CC2C(=O)NNC(=S)Nc2cccc(C)c2)cc1 (stereo not given)
 : 6	95	-36	1	89	-4.9	.	7	.	16
